High-throughput results deposited in PubChem by several laboratories.
TRPM1 prom inh – reduces MITF-dependent TRPM1 promoter luciferase signal; SK-MEL-5 TRPM1 promoter luciferase, 24 h; inhibition, % at 12.5 µM; 0.83% of 330,000 active; AID 488899;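 active = mean inhibition across replicates of 60% or more, whatever share of single replicates reaches that level; inconclusive = some that reach 60%, reason not given; inactive = mean inhibition across replicates below 60%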; note: values of inactives mirror those of a sister screen read the other way
aDG glyco up – increases alpha dystroglycan glycosylation | Pro5-aDG cells, alpha-DG glycosylation AlphaScreen (IIH6); 0% Pro5, 100% B10-LARGE cell signal | activation, % at 10 µM | 0.22% of 360,000 active | AID 624168;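 active = activation of at least 8% versus controls, or a plate z-score of at least 8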;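 note: Pro5 are CHO cells carrying HIG-tagged alpha-DG that lacks glycosylation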
iPSC survival up – enhancers of human iPSC single-cell survival; hiPSC single-cell survival, ATPlite luminescence; 100% = ROCK inhibitor wells, 0% = DMSO; survival enhancement, % at 20 µM; 0.044% of 360,000 active; in the data active = survival enhancement above about 18%;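 note: cells exposed to compounds for 16 hours before the ATP read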
CF NFkB block – inhibitors of cystic fibrosis induced NF-kB | inhibition, % at 5 µM | 0.86% of 360,000 active | AID 588850 | KKLEB NF-kB-GFP reporter, PAF-induced, GFP fluorescence overnight;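 active = at least 50% inhibition at 5 µM, scaled per plate between neutral and stimulator controls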;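 note: PAF is a Pseudomonas aeruginosa culture filtrate used as stimulus; plate controls were PAF-stimulated DMSO wells for no effect and unstimulated DMSO wells for full effect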
KKLEB cytotox – counter-screen for CF NF-kB inhibitors: cytotoxicity; KKLEB CF airway cells viability, ATPlite luminescence, overnight; stronger effect = lower value; cells stimulated with P. aeruginosa culture filtrate; activity change (cytotoxicity), % at 5 µM; 0.36% of 360,000 active; AID 602141;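 active = corrected activity change at or below -50% at 5 µM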
NR2E3 ag-1 – activates human photoreceptor nuclear receptor NR2E3; Q9Y5X4; GST-NR2E3/biotin-RetCOR TR-FRET, 1536-well; inhibition of corepressor binding, % at 4.78 µM; 0.12% of 320,000 active; AID 2300;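 active = percent inhibition above the cutoff of mean plus 3 SD of all tested compounds, set per screening campaign, cut at about 20% in these data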;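 note: 0% = DMSO wells and 100% = biotin wells as full block of FRET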
Target sequence (Q9Y5X4 whole entry, looked up): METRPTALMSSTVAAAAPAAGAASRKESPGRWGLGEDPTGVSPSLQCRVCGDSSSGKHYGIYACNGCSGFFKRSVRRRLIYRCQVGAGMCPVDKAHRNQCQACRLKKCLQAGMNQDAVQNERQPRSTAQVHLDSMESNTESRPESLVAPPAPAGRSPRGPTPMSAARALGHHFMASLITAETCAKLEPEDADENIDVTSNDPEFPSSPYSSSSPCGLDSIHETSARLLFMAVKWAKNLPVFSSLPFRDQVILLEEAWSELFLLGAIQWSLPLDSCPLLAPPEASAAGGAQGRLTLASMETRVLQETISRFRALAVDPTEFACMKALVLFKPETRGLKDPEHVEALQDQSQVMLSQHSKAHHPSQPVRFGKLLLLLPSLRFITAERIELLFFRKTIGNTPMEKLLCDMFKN
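Assay system: NR2E3–RetCOR corepressor complex. Quantity: 1.35 nM GST-NR2E3. Buffer or medium: pH 7.5 Tris-based buffer. Reagent: biotinylated RetCOR corepressor at 7 nM final. Schedule: 5 h at 4 °C. Detection: TR-FRET, emission read at 617 and 671 nm. Replicates: one well per compound, singlicate testing.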
TWEAK-Fn14 inh – blocks TWEAK-Fn14 interaction in a reporter cell assay. 2% of 360,000 active. TWEAK-stimulated Fn14 reporter cells, luciferase luminescence, 8 h. inhibition, % at 10 µM; in the data active = inhibition above about 50%
Shn3 inh set2 – Schnurri-3 reporter inhibition in Clone20 osteoblasts; Clone20 osteoblast Shn3 3'UTR firefly luciferase, 24 h; inhibition, % at 12.5 µM; 0.52% of 360,000 active;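 active = mean inhibition of at least 75% with every replicate also reaching 75%; inconclusive = mean inhibition at least 75% but some replicate below; inactive = mean inhibition below 75%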;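 note: 0% = median of neutral control wells and 100% = pilot-screen positive control compound; some compounds past the cut are filed as inactive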
NR2E3 ag-2 – activates human NR2E3 receptor. inhibition of corepressor binding, % at 3.98 µM. 0.35% of 360,000 active. AID 602229. CHO-S Gal4-NCOR/VP16-NR2E3 two-hybrid, luciferase. Q9Y5X4;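 active = inhibition above the mean of all tested compounds plus 3 SD, cut at about 70% in these data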;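 note: 0% = DMSO with NR2E3 transfected cells and 100% = cells lacking NR2E3 construct; higher means lower luciferase signal from less NR2E3 corepressor binding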
HIF-2a inh – inhibitors of HIF-2a; 786-0 RCC cells HIF-2a reporter, luciferase luminescence, overnight; inhibition, % at 18.8 µM; 0.72% of 360,000 active;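 active = inhibition of the luminescence signal of 40% or more relative to plate controls, in a single-dose primary screen at 18.75 µM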
Peg3 prom inh – Peg3 promoter activity inhibition; HeLa PEG-Prom luciferase reporter, luminescence, overnight; inhibition, % at 20 µM; 1.7% of 360,000 active;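 active = inhibition of at least 50% at 20 µM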
Active calls of the source: *; ? = inconclusive; · = no result given.

Values run as follows: NR2E3 ag-2	TRPM1 prom inh	HIF-2a inh	Peg3 prom inh	iPSC survival up	TWEAK-Fn14 inh	aDG glyco up	KKLEB cytotox	CF NFkB block	Shn3 inh set2	NR2E3 ag-1
O=C(O)c1cc(N2CCOCC2)nc2ccccc12
→ -9	6	19	5	-0.3	20	0.1	-5	2	0	-2
c1ccc(OCc2nn3c(-c4n[nH]c5c4CCC5)nnc3s2)cc1
→ 7	19	1	-12	-1.5	-4	-0.1	2	7	2	-1
CC(=O)c1ccc(N(C(=O)c2csnn2)C(C(=O)NC(C)(C)C)c2cccs2)cc1 (stereo not drawn)
→ 6	-6	17	-5	1.6	-7	0.5	3	-18	-12	5
COc1cc(C(=O)OCC2CC(c3ccccc3)=NO2)cc(OC)c1OC (stereo not drawn)
→ -6	6	-10	-7	2.2	-4	0.1	-1	-9	-3	6
COc1ccc(-n2c(C)c([N+](=O)[O-])c3ccc(O)c(CN4CCCCC4)c32)cc1
→ -48	18	20	10	2.2	49	-0.4	-33	73*	74	-1
Cc1cc(C)c2nc(C(F)(F)F)nc(NCCCN3CCOCC3)c2c1
→ 16	0	14	31	3.8	30	0.8	-23	30	32	-3
Cc1cccc(S(=O)(=O)NC(=O)C2(C)CCN2C(=O)CC2CCCCC2)c1 (stereo not drawn)
→ 13	·	10	5	-2.9	-1	-0.1	-3	1	3	·
COC(=O)[C@@H](NCc1cccc(CN([C@H](C(=O)OC)C(C)C)S(C)(=O)=O)c1)C(C)C
→ 31	5	5	11	1.2	-19	0.2	6	0	-1	-3
CC(=O)c1c(C)[nH]c(C(=O)N2CCCCCC2)c1C
→ -14	5	11	9	-0.2	5	-0.1	9	-8	11	-2
O=C(c1ccc2c(c1)OCCCO2)c1cccs1
→ -110	-66	-168	-308	3.6	1	-0.1	3	19	-53	-1
CN(c1ccc(F)cc1)S(=O)(=O)c1ccc(Cl)c(C(=O)NCC2CCCO2)c1 (stereo not drawn)
→ -16	11	11	-4	-0.1	9	0.0	-15	4	0	·
O=C(COc1ccccc1[N+](=O)[O-])N/N=C/c1ccc(O)cc1
→ -50	-23	-81	-73	-1.6	-12	-0.1	10	-4	-14	-2
COc1ccccc1-n1nnnc1SCC(=O)N(CC(C)C)C1CCS(=O)(=O)C1 (stereo not drawn)
→ -8	-6	2	15	0.5	8	-0.3	-14	9	-23	·
NC(=O)CSc1nnc(-c2cccs2)n1Cc1ccco1
→ 12	5	8	0	0.1	-4	-0.1	8	-3	0	1
Cc1ccc(/S(C)=N/S(=O)(=O)c2ccc(C)cc2)cc1 (stereo not drawn)
→ 9	3	4	8	1.4	-7	-0.1	-15	6	8	3
O=C(NCc1ccco1)Nc1ccc2snnc2c1
→ 0	-4	-50	-32	9.7	6	-0.1	8	-4	-8	2
COC(=O)C1=C(C)N(CCc2ccc(OC)cc2)C(=O)C1
→ -10	-8	0	3	3.4	21	-0.2	2	10	-2	3
O=C(NC(=S)N1CCN(Cc2ccc3c(c2)OCO3)CC1)c1cccc(Br)c1
→ -22	2	8	1	0.2	7	0.9	-2	2	14	2
N/C(=N\OC(=O)c1cc([N+](=O)[O-])ccc1Cl)c1cccnc1
→ 12	-3	-5	62*	0.9	-18	0.2	4	-2	17	1
CC(C)(C)c1ccccc1NC(=O)Nc1nc(C(N)c2ccccc2)cs1 (stereo not drawn)
→ -10	·	5	17	-1.4	-3	0.9	-3	-13	22	·

3 entries out of the list, sorted by formula weight, ascending.
Values run as follows: NR2E3 ag-2	TRPM1 prom inh	HIF-2a inh	Peg3 prom inh	iPSC survival up	TWEAK-Fn14 inh	aDG glyco up	KKLEB cytotox	CF NFkB block	Shn3 inh set2	NR2E3 ag-1
O=C(COc1ccccc1[N+](=O)[O-])N/N=C/c1ccc(O)cc1
→ -50	-23	-81	-73	-1.6	-12	-0.1	10	-4	-14	-2
COc1ccccc1-n1nnnc1SCC(=O)N(CC(C)C)C1CCS(=O)(=O)C1 (stereo not drawn)
→ -8	-6	2	15	0.5	8	-0.3	-14	9	-23	·
O=C(NC(=S)N1CCN(Cc2ccc3c(c2)OCO3)CC1)c1cccc(Br)c1
→ -22	2	8	1	0.2	7	0.9	-2	2	14	2

(list continues)
Values run as follows: NR2E3 ag-2	TRPM1 prom inh	HIF-2a inh	Peg3 prom inh	iPSC survival up	TWEAK-Fn14 inh	aDG glyco up	KKLEB cytotox	CF NFkB block	Shn3 inh set2	NR2E3 ag-1
CC(C)CCNC(=O)c1cnn2c(C(F)(F)F)cc(-c3ccco3)nc12
→ 16	5	18	22	0.7	-18	-0.1	13	-20	-10	3
OC(c1ccc(-c2ccccc2)cc1)c1ncc(-c2cccc(F)c2)[nH]1 (stereo not drawn)
→ -39	·	5	20	-1.4	21	-0.2	-6	-1	5	·
CC(/C=C/c1ccco1)=N\NC(=O)C(O)c1ccccc1 (stereo not drawn)
→ -5	-15	-9	-13	1.0	7	0.5	13	-14	-9	4
COc1ccc2oc(C(=O)NCC(Cc3ccccc3)N(C)C)c(C)c2c1 (stereo not drawn)
→ -40	-27	-66	-80	0.0	-2	0.2	15	-6	-1	3
CC1CN(C(=O)c2cc(-c3ccc(Cl)s3)nc3ccccc23)CC(C)O1 (stereo not drawn)
→ -9	10	-12	13	0.4	-30	-0.1	-12	8	26	2
CC1CCC(NC(=O)C2CC(O)CN2S(=O)(=O)c2ccc([N+](=O)[O-])cc2)CC1 (stereo not drawn)
→ -22	14	-8	8	-0.3	17	0.1	17	-17	7	·
CC(C)C(C)(C#N)NC(=O)CSc1nc(C2CCCCC2)n(-c2ccccc2)n1 (stereo not drawn)
→ -2	0	23	19	-2.8	0	0.0	-3	13	-5	5
Nc1ncnc2c1ncn2[C@@H]1O[C@H](CNCc2ccccc2OC2OC(CO)C(O)C(O)C2O)[C@@H](O)[C@H]1O (stereo partly drawn)
→ -6	-6	11	4	-1.3	10	0.0	16	-17	-4	·
CCN1CCN(C(=S)c2ccc(-c3ccccc3)cc2)CC1
→ -7	5	80*	22	-2.3	69*	-0.3	6	-10	37	6
O=C(O)C1Cc2ccccc2CN1C(=O)c1ccco1 (stereo not drawn)
→ -9	-1	16	8	-0.7	19	-0.1	2	-8	1	1
Cc1c(C(=O)c2ccc(Cl)cc2Cl)cnc2cc3c(cc12)OCO3
→ 2	7	8	8	0.0	28	0.4	-11	-3	18	2
O=C(CCNC(=O)c1ccc(Cl)cc1)NCC(c1ccco1)N1CCCC1 (stereo not drawn)
→ -39	-2	16	13	0.1	8	0.1	-6	12	-7	·
COc1cc([C@H]2Oc3c(OC)cc(CCCO[C@@H]4O[C@H](CO)[C@@H](O)[C@H](O)[C@H]4O)cc3[C@@H]2CO)ccc1O
→ -33	-8	4	-3	0.6	-12	0.0	6	-26	-12	4
O=C(OCc1cccc(Cl)c1)c1cc(S(=O)(=O)N2CCCCC2)ccc1N1CCOCC1
→ 1	12	16	25	0.6	11	0.1	-2	9	80	2
Cc1ccccc1C(=O)N1CCN(c2ncccn2)CC1
→ -16	-5	1	-4	-0.7	-4	2.4	2	6	19	-1
C=CCNC(=S)NCc1ccccc1OC
→ 6	3	11	-6	-0.8	-7	-0.1	-8	8	9	4
CN(Cc1cccs1)C(=O)c1cccc(S(=O)(=O)N2CCCCCC2)c1
→ -12	3	-3	9	0.9	5	-0.3	0	40	7	2
O=C1CNc2ccc(C(=O)N3CCN(c4ccccn4)CC3)cc2N1
→ -15	7	11	6	-0.3	5	-0.2	14	-2	22	4
CCN(CC)S(=O)(=O)c1cc(NC(=O)CNc2cccc(S(=O)(=O)N3CCOCC3)c2)ccc1C
→ -2	16	14	12	-0.3	26	0.2	10	-5	?	4
CCn1c(=O)c2cc(C(=O)Nc3ccccc3OC)sc2c2ccccc21
→ -7	-5	-53	13	0.4	4	-0.2	-2	9	-7	4
CCC(=O)Nc1cccc(C2=NOC3(C2)C[C@@H](C(N)=O)N(C(=O)c2cc([N+](=O)[O-])cc([N+](=O)[O-])c2)C3)c1 (stereo partly drawn)
→ 16	9	13	-6	-2.0	-5	0.2	7	-39	-9	3
S=C(Nc1ccccc1)N1CCc2ccccc21
→ 12	-24	-56	-46	0.7	8	0.0	-6	-6	17	2
COc1ccc2c(c1)OC[C@H]1[C@H]2N2C(=O)c3ccc(F)cc3NC(=O)[C@@]2(C)[C@H]1c1ccccc1
→ -14	20	29	27	-1.6	19	0.4	-20	27	-13	·
COc1ccc2[nH]c(=O)c(C(=O)O)cc2c1
→ -8	-1	23	-13	-0.4	3	0.7	3	-2	57	1
CCOc1cc(S(=O)(=O)n2ccnc2)ccc1Cl
→ 18	4	6	11	-0.4	1	-0.4	-7	6	17	-1
CC(=O)c1ccc(N(C)C)cc1
→ -2	-16	-7	2	5.7	-16	-0.2	7	-4	-9	-3
Cc1c(C(=O)Cc2ccccc2)n(C)c2ccccc12
→ -29	-20	-96	-57	0.9	11	-0.3	2	-13	-30	-1
COc1ccc(-n2ccnc(SCC(=O)NCc3ccccc3Cl)c2=O)cc1
→ 18	-17	-7	-2	0.0	0	0.1	6	-21	0	0
COc1c(Cl)cc(Br)c(OC)c1C(=O)NC(=O)Nc1nc(C)cc(C)n1
→ -14	24	23	22	-0.6	2	0.1	-14	12	-14	0
COCCCn1c(=O)c2sccc2n2c(CCCC(=O)NCc3ccc(F)cc3)nnc12
→ -6	-4	12	19	0.2	2	-0.2	6	-11	6	0
O=C(COC(=O)c1ccc2ncsc2c1)Nc1ccc(Cl)cc1
→ -34	2	-26	-42	-0.4	-10	0.2	-10	15	-35	-1
